M. tuberculosis GlmU – inhibition of mycobacterial GlmU enzyme – biochemical, glucosamine-1-phosphate acetyltransferase (AID 1376) | inhibition, %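 (tested at 30 µM in the primary screen)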; hits with a dose series show IC50 in µM | M. tuberculosis GlmU acetyltransferase enzyme assay; higher % means a stronger effect | Bifunctional protein GlmU (Mycobacterium tuberculosis (strain ATCC 25618 / H37Rv)) | actives 0.25% (n = 220,000); in the data active = inhibition above about 13%; inconclusive = no clear call, values can overlap the other calls;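 also: 0% = complete reaction with vehicle and 100% = reaction without substrate; strong numbers were not always called active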
RmlCD inh 1536 – M. tuberculosis RmlC/RmlD coupled enzyme inhibitors, primary screen, biochemical, compound mixtures, 384-well, from 1536-well plates | dTDP-4-dehydrorhamnose reductase (Mycobacterium tuberculosis (strain ATCC 25618 / H37Rv)) … | RmlC+RmlD coupled enzyme assay, percent inhibition; primary screen in compound mixtures | inhibition, % at 3.6 µM | actives 0.03% (n = 160,000); in the data active = inhibition mostly above about 34%, no sharp cut-off; inconclusive = no clear call, values can overlap the other calls; inactive = mostly below about 22%; also: some results filed as inactive read as strong as hits
Target sequence (P9WH09 whole entry, looked up): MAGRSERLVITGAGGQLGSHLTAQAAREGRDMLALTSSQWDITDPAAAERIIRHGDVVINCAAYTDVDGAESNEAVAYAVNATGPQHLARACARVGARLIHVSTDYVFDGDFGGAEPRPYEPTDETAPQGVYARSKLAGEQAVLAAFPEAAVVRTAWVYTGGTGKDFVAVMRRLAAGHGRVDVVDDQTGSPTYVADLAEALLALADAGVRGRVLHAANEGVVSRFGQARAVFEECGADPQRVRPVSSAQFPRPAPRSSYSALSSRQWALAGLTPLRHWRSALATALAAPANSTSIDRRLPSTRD
Target sequence (P9WH11 whole entry, looked up): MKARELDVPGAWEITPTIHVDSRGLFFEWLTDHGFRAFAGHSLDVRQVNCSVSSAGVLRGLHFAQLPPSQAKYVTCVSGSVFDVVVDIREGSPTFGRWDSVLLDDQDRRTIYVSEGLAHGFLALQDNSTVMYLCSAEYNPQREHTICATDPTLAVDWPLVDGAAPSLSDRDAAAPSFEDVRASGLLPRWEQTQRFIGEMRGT
An asterisk follows results filed as active; ? = inconclusive; · = not tested or not shown. This is a subset, so the mix of outcomes need not match the whole.

SMILES | M. tuberculosis GlmU | RmlCD inh 1536
Cc1cccc(NC(=O)CCN2CC(C)OC(C)C2)c1 (stereo not given) | 1.7% | 8
CC1(C)Cc2c(C#N)c(N3CCNCC3)nc(-c3ccco3)c2CS1 | -5.1% | ?
CCNC(=S)N1CCn2cccc2C1c1ccc(F)cc1 (stereo not given) | 2.8% | 2
Cc1cc(C)n(-c2ccc(C(=O)OCC(=O)Nc3ccc(Cl)c(S(=O)(=O)N(C)C)c3)cc2)n1 | 1.9% | 4
CC(C)CNC(CC(=O)O)c1ccccc1 (stereo not given) | -3.9% | -4
CCOC(=O)c1cccc(NC(=O)CCc2nc(-c3ccc(C)cc3)no2)c1 | 2.2% | -6
CN(c1ccccc1C(=O)N1CCN(c2ccccc2)CC1)S(C)(=O)=O | 5.1% | ·
Cc1ccc(S(=O)(=O)N2CCOCC2)c(C)c1NS(C)(=O)=O | 0.6% | -13
COc1ccc(C(=O)N(c2ccccn2)C2CCCCC2)c(OC)c1 | 5.6% | 4
Cc1ccc(N(CC(=O)NCC2CCCO2)C(=O)CCC(=O)Nc2ccccn2)cc1 (stereo not given) | 2.8% | -12
CN(CC(=O)N1CCN(c2ccccn2)CC1)S(=O)(=O)c1cccc2nsnc12 | 2.6% | ·
CC(C)N(C(=O)CSc1nnc(Cn2nnc3ccccc32)n1C)C(C)C | -1.4% | 2
c1ccc(COc2ccc(OCCN3CCCC3)cc2)cc1 | 0.1% | 34
CCOC(=O)Cn1c(=O)oc2cc(S(=O)(=O)N(CCN(C)C)Cc3ccccc3)ccc21 | -10% | -1
Cc1cc(=O)n2[nH]c(=O)c(N=Nc3ccccc3)c2[nH]1 | 4.0% | 5
O=C(CN1CCCCC1)Nc1ccc(S(=O)(=O)N2CCCCCC2)cc1 | -0.3% | 11
COC(=O)/C(=C/c1ccc(F)cc1)NC(C)=O | -4.5% | 11
N#Cc1c(NC(=O)c2ccc(Cn3cc(Br)cn3)o2)sc2c1CCCCC2 | 0.7% | 25
COc1cc(Nc2cc(C)nc3ncnn23)cc(OC)c1OC | 1.4% | 9
COc1ccccc1-n1c(-c2cc(-c3ccc(F)cc3)n[nH]2)n[nH]c1=S | 0.5% | -7
CCc1ccc(NC(=S)Nc2ccc(S(=O)(=O)Nc3ncccn3)cc2)cc1 | 1.6% | ·
CCC(C)(C)NC(=O)Cn1c(-c2ccccc2)cc(C(C)=O)c1C | -0.4% | -12
CCN(CC)S(=O)(=O)c1ccc(N=Cc2c(O)n(-c3ccccc3)c(=O)[nH]c2=O)cc1 | 7.4% | 15
CNc1nc(-c2ccccc2)nc(-c2ccccc2)c1C#N | -2.6% | -4
O=C(Nc1ncn[nH]1)c1ccc([N+](=O)[O-])cc1[N+](=O)[O-] | -0.1% | -3
Cc1ccc(-n2ncc3c(SCc4ccccc4)ncnc32)cc1 | -4.0% | -1
CCn1c(SCC(=O)Nc2cc(NC(C)=O)ccc2OC)nnc1-c1cccnc1 | 1.2% | -5
COc1cc(O)c(C(CC(=O)N2CCCC(C)C2)c2cc(OC)c(OC)c(OC)c2)c(OC)c1 (stereo not given) | -0.8% | ·
CCCCOC(=O)c1ccc(NC(=S)NC(=O)c2c(Br)c(C)nn2C)cc1 | 3.2% | -5
C=CCNC(=O)COc1ccc(S(=O)(=O)NC2CCCCC2)cc1 | 3.1% | -6
O=C(Nc1ccc(N2CCCC2)cc1)C(Cl)c1ccccc1 (stereo not given) | -1.5% | ·
COc1cc(CC(=O)OCC(=O)Nc2cccc([N+](=O)[O-])c2)cc(OC)c1OC | -4.3% | -1
Cc1c(C(=O)OC2CCCC2)[nH]c2c1C(=O)CC(c1ccco1)C2 (stereo not given) | 0.4% | -5
COc1cccc(/C(O)=C2/C(=O)C(=O)N(Cc3ccco3)C2c2ccncc2)c1 (stereo not given) | 1.2% | 4
CCCc1sc(N2CCCC(C(N)=O)C2)nc1-c1ccccc1 (stereo not given) | -3.3% | ·
O=C(Nc1nc2ccccc2[nH]1)c1ccc(F)cc1 | -0.8% | -7
COc1ccc(S(=O)(=O)N(C(=O)c2ccco2)c2cc3sc(=O)oc3c3ccccc23)cc1 | 4.8% | -7
COc1cc(C2C(N3C(=O)c4ccccc4C3=O)C(=O)N2c2cccc(C)c2)cc(OC)c1OC (stereo not given) | -7.4% | 9
CCC(CC)c1nnc(NC(=O)c2cc([N+](=O)[O-])ccc2N2CCCCC2)s1 | 4.0% | -15
COc1ccc(Br)cc1CN(C)CC(=O)Nc1cc(Cl)cc(Cl)c1 | -2.2% | 4
N#Cc1ccc(-c2ccccc2)nc1SCC(=O)c1cc2ccccc2oc1=O | -1.6% | 5
CCN(CC)c1ccc(Nc2nc(N3CCOCC3)c3ccccc3n2)cc1 | -0.3% | -7
Nc1nc(C(=O)N2CCOCC2)nn1S(=O)(=O)c1ccccc1 | -1.9% | 23
COCCn1nnnc1SCC(=O)c1ccccc1 | -3.0% | ·
CSc1ccc(CNc2nc3ccccc3n3cnnc23)cc1 | -5.9% | ·

Full records, looked up by structure. Values in the order: M. tuberculosis GlmU | RmlCD inh 1536
Entry for COc1cc(CC(=O)OCC(=O)Nc2cccc([N+](=O)[O-])c2)cc(OC)c1OC : -4.3% | -1
Entry for COc1ccc(Br)cc1CN(C)CC(=O)Nc1cc(Cl)cc(Cl)c1 : -2.2% | 4
Entry for COc1cc(C2C(N3C(=O)c4ccccc4C3=O)C(=O)N2c2cccc(C)c2)cc(OC)c1OC (stereo not given) : -7.4% | 9
Entry for CSc1ccc(CNc2nc3ccccc3n3cnnc23)cc1 : -5.9% | ·
Entry for CCC(CC)c1nnc(NC(=O)c2cc([N+](=O)[O-])ccc2N2CCCCC2)s1 : 4.0% | -15

Next section
SMILES | M. tuberculosis GlmU | RmlCD inh 1536
COC(=O)C(O)(CC(=O)Nc1ccc(Cl)cc1F)C(F)(F)F (stereo not given) | -4.5% | ·
O=C(Nc1ccc2c(c1)OCCO2)c1cccnc1 | -5.4% | 32
Cc1cnc(NC(=O)CSc2nnc(COc3c(C)cccc3C)o2)s1 | -2.9% | 21
CCOc1ccc(S(=O)(=O)Nc2ccc3c(c2)c2c(n3S(=O)(=O)c3ccc(OCC)cc3)CCCC2=O)cc1 | 7.2% | -12
CC1CCN(c2ccccc2NC(=S)NC(=O)c2ccco2)CC1 | -0.4% | ·
Clc1cccc(Cl)c1CSc1nnc2ccccn12 | -3.8% | 10
COC(=O)CN1C(=O)N/C(=C/c2ccc(OC)c(C)c2OC)C1=O | -1.2% | 17
O=C(CN1CCC(Cc2ccccc2)CC1)NC(=O)NCc1ccccc1 | 0.9% | 5
CC(C(=O)Nc1ccc2c(c1)OCO2)N(c1ccc(Cl)cc1)S(C)(=O)=O (stereo not given) | -3.5% | ·
N#C/C(=C\c1ccc(Cl)cc1)c1nc2ccccc2o1 | 0.1% | 6
CN1C[C@@H]2C(c3ccccc3)C3(c4ccc(C#N)cc4)CC2(C3)[C@H]1c1ccccc1 (stereo not given in full) | -0.8% | ·
NC(=O)c1c(NC(=S)Nc2ccccc2)sc2c1CCCC2 | 8.1% | ·
Cn1nnnc1SCc1cccc2ccccc12 | 2.6% | -8
CC1(C)CC(=O)c2cc(OCC(=O)N3CCN(Cc4ccccc4)CC3)ccc2O1 | -4.9% | ·
CC(=O)Nc1ccc(Nc2cc(C)nc3c(-c4ccccc4)c(C)nn23)cc1 | 4.0% | 10
CCOC(=O)COc1ccc(S(=O)(=O)Nc2ccc(C)cc2)cc1 | -1.5% | 7
CC(C)(C)C1CCC(=NNC(=S)NCc2ccccc2)CC1 (stereo not given) | 5.9% | -9
CCc1c(C)nc2cc(-c3cc(OC)cc(OC)c3)nn2c1N1CCCC1 | 0.9% | ·
COc1cc(C(C)=O)ccc1COc1ccc(C(=O)OCC(N)=O)cc1OC | -0.1% | ·
CC(C)OC(=O)c1ccc(OC(=O)c2cccnc2)cc1 | -5.5% | 5
Cc1cccc(NC(=O)C2(c3cccs3)CCOCC2)c1 | 1.8% | 7
N#Cc1ccc(-c2cccnc2)nc1SCC(=O)Nc1sc2c(c1C#N)CCC2 | 2.1% | 10
COc1cc2nc(SCc3c(C)noc3C)n(CCC3=CCCCC3)c(=O)c2cc1OC | -0.2% | 12
Cc1ccc(S(=O)(=O)Nc2ccc(N3CCOCC3)cc2)cc1[N+](=O)[O-] | 3.3% | 1
COc1ccc(CCNC(=O)CSc2nc3[nH]ncc3c(=O)n2-c2ccc(Br)cc2)cc1OC | -2.2% | 2
Cc1cc(C)nc(SCC(=O)Nc2sc3c(c2C#N)CCC(C)C3)n1 (stereo not given) | -1.8% | ·
CCCC(OC(=O)CC1Sc2ccccc2NC1=O)C(=O)NCc1ccco1 (stereo not given) | -6.5% | 5
COc1ccc(NC(=O)N2CCCCC2)cc1 | -3.5% | 7
COc1cc(/C=C/C(=O)OCc2c(C)noc2C)ccc1OC(F)F | 2.6% | 9
COc1ccccc1NC(=O)COc1ccccc1C(=O)c1cnn(-c2ccccc2)c1 | 0.7% | -7

3 compounds out of the list, sorted by formula weight, ascending.
SMILES | M. tuberculosis GlmU | RmlCD inh 1536
COc1cc(/C=C/C(=O)OCc2c(C)noc2C)ccc1OC(F)F | 2.6% | 9
CCCC(OC(=O)CC1Sc2ccccc2NC1=O)C(=O)NCc1ccco1 (stereo not given) | -6.5% | 5
COc1ccc(CCNC(=O)CSc2nc3[nH]ncc3c(=O)n2-c2ccc(Br)cc2)cc1OC | -2.2% | 2

Continuation:
SMILES | M. tuberculosis GlmU | RmlCD inh 1536
Cc1cc(SCC(=O)c2cccs2)nc2ccccc12 | 1.9% | -12
Nc1nnc(SCC(=O)c2ccccc2)s1 | 1.0% | 5
Cc1c(NC(=O)C(C)OC(=O)c2cc(-c3cccc4ccccc34)nc3ccccc23)c(=O)n(-c2ccccc2)n1C (stereo not given) | 3.8% | ·
CCOC(=O)CSc1nc2ccc(C)cc2[nH]1 | -0.8% | ·
Cc1ccc(OCCOCCN(C)C)c(Cl)c1 | -6.8% | 5
CCOCCCNC(=O)c1ccc(OC(C)=O)cc1 | 1.9% | -5
CCOc1ccc(-c2nnn(CC(=O)c3ccc4c(c3)OCCO4)n2)cc1 | 3.3% | 7
Cc1cccc(C2=N/C(=C\c3cccs3)C(=O)O2)c1 | -2.7% | ·
COc1cc(C(=O)Nc2nc(N)n(-c3ccccc3)n2)cc(OC)c1OC | 5.4% | 1
Cc1cccc(C(=O)Oc2csc(=S)n2C(=O)c2cccc(C)c2)c1 | 5.0% | ·
Cc1cccc(NC(=S)Nn2cnnc2)c1C | 0.4% | -5
CCOC(=O)c1c(N)n(C2CC(C)(C)NC(C)(C)C2)c2nc3ccccc3nc12 | -0.8% | 3
O=C1NC2(CCCC2)N=C1c1ccc(F)cc1 | -5.1% | -3
C=CCn1c(O)c(C(CC)=NCc2ccc3c(c2)OCO3)c(=O)[nH]c1=O | -8.6% | ·
O=C(Nc1ccccc1)C1=C[C@H](c2coc3ccccc3c2=O)C[C@H](OCCCCO)O1 | 0.3% | ·

Filtered by structure, the compounds so far with a nitro group on carbon (4)
SMILES | M. tuberculosis GlmU | RmlCD inh 1536
O=C(Nc1ncn[nH]1)c1ccc([N+](=O)[O-])cc1[N+](=O)[O-] | -0.1% | -3
COc1cc(CC(=O)OCC(=O)Nc2cccc([N+](=O)[O-])c2)cc(OC)c1OC | -4.3% | -1
CCC(CC)c1nnc(NC(=O)c2cc([N+](=O)[O-])ccc2N2CCCCC2)s1 | 4.0% | -15
Cc1ccc(S(=O)(=O)Nc2ccc(N3CCOCC3)cc2)cc1[N+](=O)[O-] | 3.3% | 1

(list continues)
SMILES | M. tuberculosis GlmU | RmlCD inh 1536
CCOc1ccccc1NC(=O)C1CC(=O)n2ncnc2N1 (stereo not given) | 2.6% | 2
COc1ccc(SCC(=O)c2cc(C)c(OC(=S)N(C)C)c(C)c2)cc1 | -4.1% | ·
CC(C(=O)NC1=NCCS1)N1C(=O)c2ccccc2C1=O (stereo not given) | -4.0% | ·
O=C(CSc1nc(O)c(C(c2ccccc2)c2ccccc2)c(=O)[nH]1)N1CCOCC1 | 1.4% | 4
COc1ccc(N2CC(C(=O)O)CC2=O)cc1 (stereo not given) | 0.8% | ·
COCCNC(=O)/C(C#N)=C/c1ccccc1Br | -0.3% | ·
COc1ccc(C)cc1NC(=O)C(Sc1ccccc1)c1ccccc1 (stereo not given) | -0.4% | 4
CCCC(=O)Nc1ccc(-c2csc(NNC(C)=O)n2)cc1 | -5.3% | -1
CCCCC(Sc1nc(N)c(NC(=O)c2ccc(OC)cc2)c(=O)[nH]1)C(=O)O (stereo not given) | -4.6% | -8
COc1ccc(C(C(=O)NC2CCCCC2)N(C(=O)CCl)c2ccccc2Cl)cc1 (stereo not given) | -4.2% | ·
Cc1ccc2[nH]c(C)cc(=S)c2c1 | 8.0% | ·
CCOC(=O)C1CCCN(CCC(=O)Nc2ccc(C)c(C)c2)C1 (stereo not given) | 0.0% | ·
NC(=O)COC(=O)c1ccccc1OCc1ccccc1Cl | 6.5% | 10
CC(=O)c1cccc(NC(=S)NC(=O)c2cccc(Cl)c2)c1 | -1.4% | ·
Cc1ccccc1NC(=S)N(CCCN1CCOCC1)Cc1cccnc1 | -1.4% | -4
Clc1ccc(Cl)c(OCCCCNCc2ccccc2)c1 | -5.6% | -8
O=S(=O)(NCc1ccccc1)NCc1cccc(C(F)(F)F)c1 | -5.9% | 0
O=[N+]([O-])c1ccc(O)c(C2=NNC(c3ccccc3F)C2)c1 (stereo not given) | 1.3% | 2
COc1ccc(-c2nc(C#N)c(N3CCN(c4cccc(Cl)c4)CC3)o2)cc1OC | -4.6% | ·
CC[C@H]1CC2CN3CCc4c([nH]c5c([C@H]6C[C@H]7[C@H](CC)CN(C)[C@@H](Cc8c6[nH]c6ccccc86)[C@H]7C(=O)OC)c(OC)ccc45)C(C(=O)OC)(C2)C13 | 4.5% | ·

Screens from PubChem BioAssay.
